# From PubChem BioAssay
# KLK5 inh: blocks human kallikrein 5 protease activity; Q9Y337; recombinant hK5, fluorogenic AMC substrate cleavage; inhibition, % at 5 µM; 210,000 tested, 0.59% active; AID 873;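 active means inhibition of 40% or more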;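 further: 0% = enzyme controls without compound and 100% = no-enzyme blanks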
# p47phox inh: p47phox (human) inhibition; AID 1274; 220,000 tested, 0.53% active; p47phox/p22phox peptide binding, fluorescence polarization, 2 h; P14598; inhibition, % at 24.7 µM;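 further: 0% = p47phox with labelled peptide and 100% = labelled peptide alone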
# Target sequence (P14598 whole entry, looked up): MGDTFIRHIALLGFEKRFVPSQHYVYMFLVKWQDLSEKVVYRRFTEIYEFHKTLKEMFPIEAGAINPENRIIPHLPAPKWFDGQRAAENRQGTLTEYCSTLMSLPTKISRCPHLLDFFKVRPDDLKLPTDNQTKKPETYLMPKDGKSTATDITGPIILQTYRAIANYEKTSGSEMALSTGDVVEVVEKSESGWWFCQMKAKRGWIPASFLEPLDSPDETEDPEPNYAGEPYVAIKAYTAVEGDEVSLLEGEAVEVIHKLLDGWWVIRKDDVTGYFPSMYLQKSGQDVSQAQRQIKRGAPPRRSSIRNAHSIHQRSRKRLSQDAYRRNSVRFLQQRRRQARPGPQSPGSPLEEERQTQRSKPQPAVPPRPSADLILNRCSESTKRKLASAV
# 14-3-3 Bad inh: disrupts binding of bovine 14-3-3 zeta to phospho-Bad peptide | TR-FRET 14-3-3zeta/Dy647-pBad peptide displacement, 1 h | P63103 | 220,000 tested, 0.71% active | inhibition, % at 21.7 µM | AID 781;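 active means inhibition above about 70%, limit read from the data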;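 further: 0% = full 14-3-3 plus peptide FRET controls and 100% = background without 14-3-3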
# thrombin 1536: blocks human thrombin protease activity; inhibition, % at 5 µM; P00734; 220,000 tested, 0.26% active; alpha-thrombin, Boc-VPR-AMC fluorogenic substrate cleavage;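 active means inhibition at or above 40%; inactive means inhibition below 40%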;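 further: 0% = enzyme with no compound and 100% = wells without enzyme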
#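 Assay system: human alpha-thrombin enzyme. Reagent: Boc-VPR-AMC substrate, 15 µM final. Compound dosing: one concentration per compound, 5 µM, with 0.2% DMSO. Incubation: room-temperature reaction. Technique: AMC fluorescence, 355/460 nm. Measure: % inhibition relative to enzyme controls and enzyme-free blanks.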
# Rad51 HR inh: Rad51 (human) homologous recombination inhibition; Q06609; hRad51 DNA strand exchange, fluorescence dequenching; inhibition, % at 10 µM; 200,000 tested, 0.085% active; AID 1385;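 active means inhibition above 40% at the single screening dose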;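 further: 0% = DMSO control wells and 100% = blanks with heterologous ssDNA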
#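 material = hRad51 filaments on single-stranded DNA | timing = filaments 15 min 37 °C, then compound 30 min | signal = FRET fluorescence dequenching, excitation 485 nm, emission 520 nm | benchmarks = control wells and blank wells on each plate | evaluation = percent inhibition relative to plate controls and blanks | compound = 10 µM final, single point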
# eIF4E-4G inh: eIF4E/eIF4G interaction inhibition in translation initiation | AID 782 | TR-FRET eIF4E-eIF4GI(517-606) binding, 2 h | inhibition, % at 21.7 µM | 220,000 tested, 0.37% active;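 further: 0% = full FRET control wells and 100% = background wells lacking eIF4GI fragment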
# KCC2 mod: modulators of human KCC2 chloride dependent transport. Q9H2X9. KCC2 cells, thallium flux FluoZin-2 fluorescence. B-score of Tl+ flux slope (higher = more flux/activation; lower = inhibition) at 10 µM. 190,000 tested, 2.2% active. AID 1456;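 active means thallium flux slope and its plate-corrected score both differing from the plate sample mean at a set confidence after two filtering rounds, in either direction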;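 further: slope of fluorescence scaled to starting intensity during 10 to 20 s after thallium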
# Furin inhibitor: human furin inhibition; P09958; purified furin, fluorogenic substrate cleavage; inhibition, % at 30 µM; 220,000 tested, 0.061% active; AID 463115; in the data active means inhibition above about 25%; further: inactives centre near -15
# Target sequence (P09958 108-714 limits assumed): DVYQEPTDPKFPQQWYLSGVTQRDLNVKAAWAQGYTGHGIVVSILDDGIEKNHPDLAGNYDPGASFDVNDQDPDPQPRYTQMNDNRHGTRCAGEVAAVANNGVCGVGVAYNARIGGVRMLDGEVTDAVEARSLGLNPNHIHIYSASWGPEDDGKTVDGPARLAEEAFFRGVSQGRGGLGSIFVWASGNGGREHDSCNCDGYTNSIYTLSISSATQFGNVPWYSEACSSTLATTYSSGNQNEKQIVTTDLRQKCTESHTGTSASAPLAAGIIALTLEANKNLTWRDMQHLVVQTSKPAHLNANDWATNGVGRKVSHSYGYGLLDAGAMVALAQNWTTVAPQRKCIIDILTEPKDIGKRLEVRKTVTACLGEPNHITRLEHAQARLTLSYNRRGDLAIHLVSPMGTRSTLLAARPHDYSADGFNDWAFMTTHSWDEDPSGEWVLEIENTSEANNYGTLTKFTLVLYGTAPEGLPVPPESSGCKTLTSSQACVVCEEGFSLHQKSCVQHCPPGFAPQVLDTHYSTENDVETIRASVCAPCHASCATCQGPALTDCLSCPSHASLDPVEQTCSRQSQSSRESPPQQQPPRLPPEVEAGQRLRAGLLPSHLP
# EBV gp42 inh: EBV gp42 inhibition | Q1HVG2 | Fluorescence polarization binding assay, mP read-out | inhibition, % (tested at 21.74 µM) | 220,000 tested, 0.42% active; in the data active means inhibition above about 50%
# * marks the source's active call; other numbers are inactive results; nt = not tested or not shown; [ ] = remark or other dose.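 How the source made its calls, unless noted: active means inhibition above about 30% (limit read from the data); inactive means the rest.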
KLK5 inh	p47phox inh	14-3-3 Bad inh	thrombin 1536	Rad51 HR inh	eIF4E-4G inh	KCC2 mod	Furin inhibitor	EBV gp42 inh	Molecule
-1	-23	-5	-6	-4	1	-0.54	-21	-20	CCCCn1c(=O)c(CCC(=O)OCC(=O)Nc2ccc(C)c(Cl)c2)nc2ccccc21
6	-5	-4	-8	-2	0	0.68	-27	-7	CCCCC(CC)C1OCC(CN2CCCC2)O1 (stereo not drawn)
-16	-7	-3[fluorescence artefact?]	3	1	-5[fluorescence artefact?]	0.5	-17[20 µM]	-3	CN1CCN(c2ccccc2NC(=O)c2cc(Br)ccc2Cl)CC1
-13	-5	4	-6	nt	-1[fluorescence artefact?]	0.016	-12	3	Cc1ccc(C(=O)N/N=C/c2ccc3c(c2)OCO3)o1
-26	-14	37	-1	nt	7	-0.055	-8[20 µM]	-5	CCCOc1cc(C)c(S(=O)(=O)n2nnc3ccccc32)cc1C
nt	2	-17	-2	2	-1	-1.2	-5	-2	O=C(O)CCCC(=O)Nc1cc([N+](=O)[O-])ccc1O
-17	-4	-10	-8	-1	2[fluorescence artefact?]	0.74	-8	7	CCc1cccc(NC(=O)CCC(=O)O)c1
-6	-7	1	2	-2	-5	-0.33	-21	-13	Cn1c(=O)c2c(nc(CN3CCC(C(N)=O)CC3)n2CCc2ccccc2)n(C)c1=O
-8	-11	4	3	-2	-2	0.11	-13[20 µM]	-5	CC(C)c1ccc(Nc2ncccc2C#N)cc1
-6	3	-3[fluorescence artefact?]	-2	9	-2	0.084	-27	-9	CCOC(=O)c1oc2c(c1C)C(=O)CCC2
-7	-9	-12	0	12	1	0.51	-29	-8	Nc1cccc(C(=O)OCC(=O)NC2CCCc3ccccc32)c1 (stereo not drawn)
0	9	-2	0	2	0[fluorescence artefact?]	nt	-13[20 µM]	-19	COc1ccc(C(=O)/C=C/Nc2ccc(C)cn2)cc1OC
0	1	-5[fluorescence artefact?]	2	17	0	0.59	-8[20 µM]	-7	CCCCCCNC(=O)CC(c1ccccc1)c1cc(Br)ccc1O (stereo not drawn)
-9	-3	12	nt	nt	0	-0.48	-21	-3	O=C(O)c1ccccc1S
0	-16	11	-12	nt	0	0.017	-22	-10	CCOC(=O)N1CCC(NC(=O)CCC(=O)N2CC(C)Oc3ccccc32)CC1 (stereo not drawn)
4	1	6	4	14	0	0.74	-18	-14	CC(C)CNC(=O)COC(=O)c1cccc(S(=O)(=O)NCC(F)(F)F)c1
-17	-5	14	0	-3	0	-0.77	-28	-15	O=C(CCCCCn1c(=O)[nH]c2ccccc2c1=O)N1CCN(Cc2ccc3c(c2)OCO3)CC1
-5	3	-7	-2	9	-3	0.8	-11	-2	CC(C[N+](C)(C)C)OC(N)=O (stereo not drawn)
0	-6	2[fluorescence artefact?]	-2	7	1[fluorescence artefact?]	-0.1	-21	-10	COc1ccccc1C(=O)Nn1c(C2CCC2)nc2ccccc2c1=O
-19	-6	6[fluorescence artefact?]	1	-2	2	nt	10[20 µM]	-21	COCc1nnc(NS(=O)(=O)c2ccccc2)s1
1	-6	-10	-4	5	3	0.74	-16	-9	CNC(=O)CSc1nc2c([nH]c3ccccc32)c(=O)n1CCOC
-12	-38	6	2	4	-12	-1.4	-10[20 µM]	-11	O=C(Nc1cccc(-c2cnc3ccccc3n2)c1)c1ccco1
-2	-3	48	0	-6	0	-0.28	-15	1	COc1ccc(NC(=O)C(NCC(C)C)c2ccccc2)cc1Cl (stereo not drawn)
-2	-10	-16[fluorescence artefact?]	0	4	2	nt	-10[20 µM]	-14	CCOC(=O)N1CCN(CCC(=O)Nc2ccc(C)cc2)CC1
6	-16	2	-10	-7	5	-0.045	-16	-8	CCC1Oc2ccccc2N(CC(=O)NCCCN2CCC(C)CC2)C1=O (stereo not drawn)
-21	-8	2	-7	6	-9	-0.11	-10[20 µM]	14	COC(=O)c1sccc1NC(=O)c1ccc(OC)c(OC)c1
10	2	3	-7	-10	7	-1.8	-13	5	O=C(CN(Cc1ccccc1)C(=O)c1ccc2c(c1)OCCO2)NCc1ccc2c(c1)OCO2
-9	-16	-3	-1	-2	-6	-0.43	-8[20 µM]	5	CCc1ccc(OCc2nnc(SCC(=O)N3CCN(c4ccccc4)CC3)o2)cc1
-14	-1	30[fluorescence artefact?]	1	-23	-2	0.65	-8	-9	O=C(NC1(C(F)(F)F)NC(=O)N(c2ccc(F)cc2)C1=O)c1ccncc1 (stereo not drawn)
-6	-23	6	-14	-6	0	-1.1	3	15	O=C(O)CCn1cc(/C=C/C(=O)c2ccc(Cl)cc2)c(-c2ccc(Br)cc2)n1

# For reference, some entries already given:
KLK5 inh	p47phox inh	14-3-3 Bad inh	thrombin 1536	Rad51 HR inh	eIF4E-4G inh	KCC2 mod	Furin inhibitor	EBV gp42 inh	Molecule
0	-16	11	-12	nt	0	0.017	-22	-10	CCOC(=O)N1CCC(NC(=O)CCC(=O)N2CC(C)Oc3ccccc32)CC1 (stereo not drawn)
4	1	6	4	14	0	0.74	-18	-14	CC(C)CNC(=O)COC(=O)c1cccc(S(=O)(=O)NCC(F)(F)F)c1
-17	-5	14	0	-3	0	-0.77	-28	-15	O=C(CCCCCn1c(=O)[nH]c2ccccc2c1=O)N1CCN(Cc2ccc3c(c2)OCO3)CC1
-5	3	-7	-2	9	-3	0.8	-11	-2	CC(C[N+](C)(C)C)OC(N)=O (stereo not drawn)
0	-6	2[fluorescence artefact?]	-2	7	1[fluorescence artefact?]	-0.1	-21	-10	COc1ccccc1C(=O)Nn1c(C2CCC2)nc2ccccc2c1=O
-19	-6	6[fluorescence artefact?]	1	-2	2	nt	10[20 µM]	-21	COCc1nnc(NS(=O)(=O)c2ccccc2)s1
1	-6	-10	-4	5	3	0.74	-16	-9	CNC(=O)CSc1nc2c([nH]c3ccccc32)c(=O)n1CCOC
-12	-38	6	2	4	-12	-1.4	-10[20 µM]	-11	O=C(Nc1cccc(-c2cnc3ccccc3n2)c1)c1ccco1
-2	-3	48	0	-6	0	-0.28	-15	1	COc1ccc(NC(=O)C(NCC(C)C)c2ccccc2)cc1Cl (stereo not drawn)
-2	-10	-16[fluorescence artefact?]	0	4	2	nt	-10[20 µM]	-14	CCOC(=O)N1CCN(CCC(=O)Nc2ccc(C)cc2)CC1
6	-16	2	-10	-7	5	-0.045	-16	-8	CCC1Oc2ccccc2N(CC(=O)NCCCN2CCC(C)CC2)C1=O (stereo not drawn)
-21	-8	2	-7	6	-9	-0.11	-10[20 µM]	14	COC(=O)c1sccc1NC(=O)c1ccc(OC)c(OC)c1
10	2	3	-7	-10	7	-1.8	-13	5	O=C(CN(Cc1ccccc1)C(=O)c1ccc2c(c1)OCCO2)NCc1ccc2c(c1)OCO2
-9	-16	-3	-1	-2	-6	-0.43	-8[20 µM]	5	CCc1ccc(OCc2nnc(SCC(=O)N3CCN(c4ccccc4)CC3)o2)cc1
-14	-1	30[fluorescence artefact?]	1	-23	-2	0.65	-8	-9	O=C(NC1(C(F)(F)F)NC(=O)N(c2ccc(F)cc2)C1=O)c1ccncc1 (stereo not drawn)

# New compounds follow
KLK5 inh	p47phox inh	14-3-3 Bad inh	thrombin 1536	Rad51 HR inh	eIF4E-4G inh	KCC2 mod	Furin inhibitor	EBV gp42 inh	Molecule
3	-9	4	2	7	1	-0.62	-16	-9	O=C(O)/C=C/c1ccc(S(=O)(=O)Nc2ccc(OCc3ccccc3)cc2)cc1
6	-189	46[fluorescence artefact?]	0	7	9[fluorescence artefact?]	-1.3	-11[20 µM]	-242	COC(=O)c1ccc2c(c1)C(C)(C)C(/C=C/c1ccc(OC)c(OC)c1OC)=[N+]2C
-4	-5	0	-1	-3	0	-1.1	-1	-4	COC(=O)CNC(=O)/C=C/c1cc(Br)ccc1OC
-7	3	-26	-2	nt	0[fluorescence artefact?]	0.87	-14	-27	N/C(=N\OC(=O)c1cccs1)c1ccccc1
-8	-3	-11	-21	17	1	-0.28	-21	-11	COC(=O)c1c(C)[nH]c(C)c1-c1cccc([N+](=O)[O-])c1
-8	-94	-16	-8	-24	-1	0.7	-30	-21	C/C(=N\N1C(=O)CSC1=S)c1ccc(Br)cc1
-4	-2	10	-8	-4	26[fluorescence artefact?]	nt	-17[20 µM]	-14	CC(=O)Nc1ccc(S(=O)(=O)N2CCN(C(=O)Cc3ccccc3)CC2)cc1
-3	-8	-7[fluorescence artefact?]	-2	2	19	-0.44	-20	-16	O=C(c1ccccc1)N1CCN(C(=S)NCc2ccc3c(c2)OCO3)CC1
-6	5	-19	-9	7	-1	-0.58	-2	4	Cc1ccc(N2Cc3ccccc3C2=S)cc1
-2	-13	10[fluorescence artefact?]	0	-2	0	-2.6	-29	0	CC1=C(C(=O)N(C)Cc2ccccc2)C2(CCC(C)CC2)OC1=O (stereo not drawn)
1	-1	-2	-3	-10	3	0.25	-14	-13	Cc1ccc(-n2ncc3c2ncn2c(C)nnc32)cc1C
-12	-17	1	3	-5	11	-0.32	-17[20 µM]	-9	Cc1ccc(S(=O)(=O)Cc2ccc(C(=O)NCc3ccc4c(c3)OCO4)o2)cc1
-2	-14	-16	-4	15	-1	-1.1	-14	-1	O=C(O)COCC(=O)NCc1csc2ccccc12
-13	-18	4	-8	-3	2	-0.044	-27	-14	CCC(=O)NCCc1cc2ccc(C)cc2[nH]c1=O
-2	-2	-5[fluorescence artefact?]	-6	nt	2[fluorescence artefact?]	-1.1	-15[20 µM]	-9	C=C(c1ccc(OC)cc1)c1ccc(OC)cc1
4	-7	-1	-6	-3	-4	nt	1[20 µM]	-3	O=C(NC1CCCc2ccccc21)c1ccc(=O)[nH]c1 (stereo not drawn)
-21	-11	13	4	0	3	1.4	-18	-1	O=S(=O)(NCc1cccnc1)c1ccc(Cl)c(Cl)c1Cl
-1	3	-3	-4	4	-6	-0.65	-35	-17	CSc1nc(-c2ccccc2)nc(NC(=O)c2ccccc2)c1C(C)=O
-30	-76	-13[fluorescence artefact?]	-7	-4	-4[fluorescence artefact?]	-0.72	-25[20 µM]	-18	COc1ccc(-c2nc(-c3cccs3)c(-c3cccs3)[nH]2)cc1OC
-3	3	5	-7	5	-1[fluorescence artefact?]	-0.65	-13[20 µM]	-9	CCN(CC(=O)Nc1ccccc1C(=O)OC)S(=O)(=O)c1ccccc1
5	-5	-7	-12	-20	1	1.1	-21	4	NS(=O)(=O)c1ccc(CCNC(=O)CCCOc2ccccc2)cc1
-52	-76	-11[fluorescence artefact?]	-11	-1	-2	-1.4	-6	-26	Cc1ccc(-n2c(O)c(/C=N/NC(=O)C3COc4ccccc4O3)c3ccccc3c2=O)cc1 (stereo not drawn)
38	-17	-2	15	1	-5	-0.84	-35[20 µM]	12	O=C(CSc1c2c(nc3ccc(Cl)cc13)CCCC2)NCc1ccco1
-25	-16	-9	3	2	-16[fluorescence artefact?]	nt	1[20 µM]	-10	O=C(Nc1ccccc1)C1CCCN(S(=O)(=O)c2ccc(-n3cnnn3)cc2)C1 (stereo not drawn)
nt	2	-5	-6	nt	1	1.4	-24	9	CCOC(=O)Cc1n[nH]c(=O)c2ccccc12
-4	-2	54	-12	-2	9	-0.85	-17	-1	c1cc(CN2CCN(C3CCCCCC3)CC2)ccn1
-11	3	-8	-10	5	4[fluorescence artefact?]	0.65	-19	4	CC(C(=O)N1CCOCC1)N1C(=O)C2C3CC(C(Br)C3Br)C2C1=O (stereo not drawn)
-4	-6	-1	-12	nt	-2	0.045	-18	-3	COc1ccc(CNC(=O)CCC(=O)Nc2nnc(C(C)C)s2)cc1
